PDI inh: inhibitors of human PDI, primary screen, biochemical, turbidity, single point, plate reader; AID 588391, 2011; inhibition, % at 10 µM; PDI insulin aggregation turbidity, A650, 90 min; hit rate 0.052% among 350,000;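 active = mean inhibition across replicates of 30% or more, whatever share of single replicates reach that level; inconclusive = mean inhibition below 30% while every single replicate reaches 30%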;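 also: absorbance from insulin aggregation driven by PDI reduction with DTT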
Target sequence (P07237 whole entry, looked up): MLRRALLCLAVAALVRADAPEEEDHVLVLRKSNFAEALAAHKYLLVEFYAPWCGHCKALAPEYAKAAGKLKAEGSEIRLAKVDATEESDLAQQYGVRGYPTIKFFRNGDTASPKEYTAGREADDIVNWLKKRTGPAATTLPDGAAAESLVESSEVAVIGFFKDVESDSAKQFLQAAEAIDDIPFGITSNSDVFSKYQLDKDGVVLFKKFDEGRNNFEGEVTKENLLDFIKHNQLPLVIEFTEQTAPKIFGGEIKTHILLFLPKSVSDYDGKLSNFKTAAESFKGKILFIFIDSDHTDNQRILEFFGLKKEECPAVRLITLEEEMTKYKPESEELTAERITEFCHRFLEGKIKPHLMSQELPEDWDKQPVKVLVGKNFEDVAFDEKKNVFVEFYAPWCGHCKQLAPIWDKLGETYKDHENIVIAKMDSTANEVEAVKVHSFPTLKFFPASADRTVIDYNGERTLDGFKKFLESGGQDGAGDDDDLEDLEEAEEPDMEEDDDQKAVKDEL
ABCB6 inh 2: ABCB6 transporter inhibitors, primary screen, K562-ABCB6 cells, flow cytometry, MLPCN library; fluorescence ratio to DMSO, % at 10 µM; hit rate 0.19% among 360,000; ATP-binding cassette sub-family B member 6 (Homo sapiens), Q9NP58; K562-ABCB6 porphyrin accumulation, 1 h; stronger effect = lower value;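 active = fluorescence ratio to DMSO below 75%, the collection mean minus 3 SD; inconclusive = too few cells collected in the well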;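 also: signal is porphyrin accumulated inside mitochondria; 100% equals median channel fluorescence of DMSO control wells; lower ratio means ABCB6 inhibition with less porphyrin fluorescence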
iPSC survival up: enhancers of single-cell hiPSC survival, primary screen, ATPlite luminescence | 100% = ROCK inhibitor wells, 0% = DMSO | survival enhancement, % at 20 µM | hit rate 0.044% among 360,000; in the data active = survival enhancement above about 18%;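 also: cells exposed to compounds for 16 hours before the ATP read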
H9c2 protect: cardioprotection against H2O2-induced cell death, primary screen, uHTS, H9c2 cells, ATPLite luminescence; H9c2 cardiomyocytes, H2O2 injury protection, 2 h; hit rate 0.63% among 360,000; protection from H2O2 cell death, % at 20 µM;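 active = compounds giving at least 50% protection of heart cells from peroxide-induced death in the single-dose screen, raw or plate-pattern-corrected value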;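 also: 0% = DMSO wells with peroxide and 100% = DMSO wells without peroxide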
Vif imaging: HIV Vif self-association inhibitors, primary screen, imaging, HEK293T, single point; HEK293T cells, Vif self-association by quenched fluorescence, 24 h; inhibition, % at 7.49 µM; hit rate 0.35% among 340,000; AID 602346, 2012; in the data active = inhibition above about 50%, passing the limit was not always enough; inconclusive = no clear call, values can overlap the other calls; inactive = below about 31%; also: some results filed as inactive read as strong as hits
Exocytosis inh: LAMP-1 surface exposure blockers, TALL-104 cells – cell-based, flow cytometry, MLPCN library, primary screen. inhibition, % at 10 µM. TALL-104 LAMP-1 surface exposure; cells stimulated with thapsigargin and PMA. hit rate 0.66% among 360,000. AID 651702, 2012;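 active = inhibition above about 55%, limit read from the data; inconclusive = no clear call, values can overlap the other calls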
m5-HT2A agonist: mouse Htr2a agonists via beta-arrestin recruitment, primary screen, cell-based, luminescence; 5-hydroxytryptamine receptor 2A (Mus musculus), P35363; CHO-K1 mHTR2A beta-arrestin complementation; percent of 30 µM serotonin response; activation, % at 7.6 µM; hit rate 0.66% among 360,000;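 active = activation above a run cutoff, the mean activation of all tested compounds plus 3 SD, cut at about 14% in these data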;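 also: 0% = plate median of compound wells and 100% = 30 µM serotonin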
Target sequence (P35363 whole entry, looked up): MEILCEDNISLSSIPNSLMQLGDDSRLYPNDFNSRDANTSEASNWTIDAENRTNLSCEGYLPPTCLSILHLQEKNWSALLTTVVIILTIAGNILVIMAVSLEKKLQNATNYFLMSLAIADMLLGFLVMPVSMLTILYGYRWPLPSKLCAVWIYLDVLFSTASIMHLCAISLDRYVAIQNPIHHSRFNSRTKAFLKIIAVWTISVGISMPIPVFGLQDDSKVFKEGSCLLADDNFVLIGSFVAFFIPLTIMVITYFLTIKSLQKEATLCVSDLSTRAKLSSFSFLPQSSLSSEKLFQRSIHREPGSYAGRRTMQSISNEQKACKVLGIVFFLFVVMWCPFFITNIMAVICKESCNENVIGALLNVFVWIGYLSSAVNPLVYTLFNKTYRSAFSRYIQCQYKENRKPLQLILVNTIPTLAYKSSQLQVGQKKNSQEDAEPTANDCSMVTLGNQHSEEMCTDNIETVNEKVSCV
Glyco luc inh: increase of ERlucT glycosylation luciferase signal, primary screen, N-linked glycosylation inhibitor project, D54 ERlucT cells, luminescence, set 2 | reporter increase, % at 12.5 µM | D54 ERlucT glycosylation luciferase reporter, 24 h; percent of 100 nM tunicamycin response | hit rate 0.23% among 360,000;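 active = mean luciferase reporter signal, scaled so untreated is 0 and the glycosylation-blocking control 100, at or above a set limit in every replicate; inconclusive = mean reaches the limit but not every replicate does; inactive = mean below the limit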;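 also: luciferase carries N-glycosylation sites so blocking glycosylation raises the light; 0% = median of neutral control wells and 100% = median of 100 nM tunicamycin wells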
aDG glyco up: activators of alpha-DG glycosylation, primary screen, uHTS, Pro5-aDG cells, AlphaScreen; alpha-DG glycosylation AlphaScreen (IIH6); 0% Pro5, 100% B10-LARGE cell signal; activation, % at 10 µM; hit rate 0.22% among 360,000; AID 624168, 2012;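 active = activation of at least 8% versus controls, or a plate z-score of at least 8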;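 also: Pro5 are CHO cells carrying HIG-tagged alpha-DG that lacks glycosylation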
CaV13 FRET inh: Primary screen for inhibitors of IQ motif and Ca2+-dependent inactivation inhibitor domain binding in CACNA1D, Förster resonance energy transfer in living cells, … | HEK cells, CFP/YFP FRET ICDI-IQ, plate reader, 10 min; percent FRET-ratio fall versus neutral wells | inhibition, % at 12.3 µM | hit rate 0.098% among 340,000 | AID 743397;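 active = mean replicate inhibition of at least 30% and at least 1% of replicates passing that level; inconclusive = only one of the two criteria is met; inactive = neither criterion is met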;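 also: 0% = median of the neutral control wells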
Starred values were filed as active, the others as inactive; u = inconclusive; x = not tested or not shown.

SMILES	PDI inh	ABCB6 inh 2	iPSC survival up	H9c2 protect	Vif imaging	Exocytosis inh	m5-HT2A agonist	Glyco luc inh	aDG glyco up	CaV13 FRET inh
O=C(NCC1CCCO1)c1cc2ccccc2oc1=O (configuration not stated)	-3	97	-1.6	6	6	3	0	-1	0.3	-3
CCC(=O)NC(=S)Nc1cccc(NC(=O)c2ccccc2C)c1	3	98	-1.3	-4	5	-6	2	1	0.1	13
Cc1ccc2c(c1)nnn2C1CCN(S(=O)(=O)c2ccc(C(=O)N(C)C)cc2)CC1	1	91	1.2	0	-10	0	-4	-4	0.2	-8
C=CCOC(=O)Nc1nc(CCNC(=O)OC(C)(C)C)c(C(=O)O)s1	x	x	x	x	x	2	5	x	0.0	-10
COc1ccc(NC(=O)C2CCN(c3cc(-c4ccccc4)nc4ncnn34)CC2)cc1OC	1	111	-2.5	12	-6	2	-1	4	0.6	-6
Cc1cc(C)c(NC(=O)CSc2nnc(-c3ccccn3)n2N)c(Cl)c1	-2	94	-0.5	-7	9	11	2	0	-0.1	-4
O=C(C1CCN(S(=O)(=O)c2cccc3cccnc23)CC1)N1CCCCC1	-3	101	0.5	4	-2	3	6	1	0.0	-2
CN(CC(=O)Nc1ccc(Cl)cc1)C(=O)CCc1nc2sc3c(c2c(=O)[nH]1)CCCC3	-5	99	0.6	23	8	-1	3	-4	0.1	-2
CCOCCCNC(=O)Cc1ccc(OC)c(OC)c1	0	93	-2.1	4	x	0	3	2	-0.2	x
CC(=O)c1ccc(Nc2nc(N3CCOCC3)nc(N3CCOCC3)n2)cc1	7	93	-0.3	6	2	16	5	-1	0.0	-1
c1ccc(COc2ccc(OCCCCN3CCCC3)cc2)cc1	5	92	-0.7	-8	2	-1	-6	-13	2.5	-3
CCOCN(C(=O)Cn1cnc2ccccc21)c1c(C)cccc1CC	2	94	-0.8	-5	-1	9	6	-1	0.1	-1
NNC(=O)C1CC(O)CN1S(=O)(=O)c1ccc(Cl)cc1 (configuration not stated)	3	96	-0.3	12	7	0	-4	-1	-0.1	-2
COc1ccc(C(NC(=O)C2CCN(CCOc3ccccc3)CC2)c2ccccn2)cc1 (configuration not stated)	-3	101	6.9	9	10	-7	6	0	-0.3	-6
Cn1c(-c2ccc(F)cc2)cnc1NCc1cccc(F)c1	1	102	1.2	2	-2	0	0	5	0.1	x
Cc1cc2c(cc1C)[n+](C)cn2CC(O)COCC1CC=CCC1 (configuration not stated)	-8	101	3.6	-15	1	1	-4	1	0.0	-5
CC(=O)Nc1ccc(NC(=O)C(C)OC(=O)c2ccc(-n3cnnn3)cc2)cc1 (configuration not stated)	17	101	-0.3	7	u	-3	8	-2	0.0	-6
C/C=C/c1ccc(OCCCn2cncn2)c(OC)c1	-3	90	0.0	-3	3	5	7	0	0.1	0
CCOc1ccccc1N(C(=O)CNC(=O)c1ccco1)C(C(=O)NC1CCCC1)c1cccnc1 (configuration not stated)	-16	90	-1.7	-2	6	4	10	0	-0.1	-4
CCCCn1c(N)c(N(CCC(C)C)C(=O)CSc2nnc(C)s2)c(=O)[nH]c1=O	2	104	3.2	0	-8	1	0	2	-0.1	-4

In a second layout: entries from further up
Compound,PDI inh,ABCB6 inh 2,iPSC survival up,H9c2 protect,Vif imaging,Exocytosis inh,m5-HT2A agonist,Glyco luc inh,aDG glyco up,CaV13 FRET inh
C/C=C/c1ccc(OCCCn2cncn2)c(OC)c1,-3,90,0.0,-3,3,5,7,0,0.1,0
CCOc1ccccc1N(C(=O)CNC(=O)c1ccco1)C(C(=O)NC1CCCC1)c1cccnc1 (configuration not stated),-16,90,-1.7,-2,6,4,10,0,-0.1,-4

Later entries
SMILES	PDI inh	ABCB6 inh 2	iPSC survival up	H9c2 protect	Vif imaging	Exocytosis inh	m5-HT2A agonist	Glyco luc inh	aDG glyco up	CaV13 FRET inh
O=C(CNCC1CCCO1)Nc1ccccc1N1CCOCC1 (configuration not stated)	-9	95	1.0	-1	-1	-2	1	1	0.2	-4
CN(CC(=O)Nc1cccc(F)c1)C(=O)c1ccc2c(c1)CC(c1ccccc1)OC2=O (configuration not stated)	-3	96	-0.4	10	-2	-2	-1	16	0.2	-6
N#CC1(NC(=O)Cn2cc(C(F)(F)F)cc(Cl)c2=O)CCCCC1	1	96	-0.2	-1	-4	-4	9	0	0.2	x
O=C(NC(=S)NC1CCCc2ccccc21)c1ccc(F)cc1 (configuration not stated)	4	96	-0.4	-7	5	-27	0	-8	0.1	-4
Cn1c(=O)c2c(ncn2CC(=O)N2CCN(c3ccccc3)CC2)n(C)c1=O	-1	90	1.9	9	13	-2	2	2	0.1	0
COc1ccc2c3c(c(=O)oc2c1OCC(=O)O)CCCC3	-6	96	0.9	6	3	7	-2	3	0.1	-3
Cc1ccc(/C=C2\SC(N3CCN(C(c4ccccc4)c4ccccc4)CC3)=NC2=O)o1	3	106	1.4	-16	-2	20	-5	-1	-0.3	-4
CCCOc1ccc(C(=O)N(Cc2cccs2)C2CCS(=O)(=O)C2)cc1 (configuration not stated)	-9	93	-0.3	-7	-3	-1	6	-2	0.0	x
CC(C(=O)N1CCCCC1)N(C)CC(=O)Nc1ccc(Cl)cc1 (configuration not stated)	5	95	-1.7	-7	3	-1	-1	-2	-0.2	-4
CC1CCN(C(=O)C2CCN(S(=O)(=O)c3cccc4cccnc34)CC2)CC1	-2	99	-0.3	4	-4	-1	0	-1	0.1	-16
S=C(NCCc1cnc[nH]1)NC1CCCC1	3	90	2.3	3	-31	0	0	2	-0.2	-2
Cc1c(NC(=O)C2CCCN2C(=O)c2cccs2)c(=O)n(-c2ccccc2)n1C (configuration not stated)	-5	91	-1.2	25	6	-1	-2	1	-0.2	0
CCC1(C)Cc2ccccc2C(=O)N1 (configuration not stated)	6	99	0.0	1	-3	-8	1	3	-0.1	1
CCOc1ccccc1NC(=O)Nc1ccc2c(c1)OCO2	-3	99	0.0	0	3	-4	0	0	0.1	-5
COc1ccc(NC(=O)C2(C)CCN2CCOc2ccc(C)cc2)cc1OC (configuration not stated)	-3	109	3.8	0	7	-13	-3	-1	-0.2	-14
COc1cccc(NS(=O)(=O)c2ccc3c(c2)NC(=O)C(C)S3)c1 (configuration not stated)	-5	100	-0.3	-9	0	-1	12	-3	0.4	-2
CC1(C)O[C@@H]2[C@H](O1)[C@@H](CO)O[C@H]2n1ccc(=O)[nH]c1=O	1	102	0.2	-6	-4	5	-2	2	-0.2	-9
Cc1ccccc1CN1C(=O)c2ccccc2S1(=O)=O	-10	78	0.3	2	-5	-10	4	-1	-0.1	-4
C/C(=N/NS(=O)(=O)c1ccc(Br)cc1)c1ccc(C)o1	-6	98	-0.7	-3	1	-6	-2	1	-0.1	-16
O=c1nc2s/c(=C\c3ccc(-c4ccccc4[N+](=O)[O-])o3)c(=O)n2nc1-c1ccccc1	7	104	0.9	2	-1	-6	-3	0	0.1	-2
Cc1nnnn1/C(=C\c1ccccc1)C(=O)OCC(=O)Nc1cccc(S(=O)(=O)N(C)C)c1	2	84	-0.3	-14	6	1	-7	12	0.3	-6
COc1ccc(N=C2C(=Nc3ccc(OC)cc3)N(c3ccc(OC)cc3)C(=S)N2C)cc1	-6	102	-0.4	-2	x	-6	0	-3	0.1	x
Cc1ccc(C2CC(c3ccccc3)=NN2C(=O)CSc2nnc(-c3ccc(Cl)cc3)o2)o1 (configuration not stated)	2	99	13	-9	2	9	10	1	0.1	x
CC(=O)N1CC(C)Oc2ccc(S(=O)(=O)NC(CC(=O)O)c3cc(C)ccc3C)cc21 (configuration not stated)	18	97	0.0	1	-6	0	3	1	-0.3	-3
CCOC(=O)C1=CCN(S(=O)(=O)c2ccccc2F)C1c1ccc(C)cc1 (configuration not stated)	x	103	-0.2	-1	x	0	-4	1	-0.1	-6
CSc1nc2ccc(NC(=O)c3c(F)cccc3F)cc2s1	-4	99	0.5	-5	-8	-4	-4	-3	0.7	0
Cc1ccccc1NC(=O)Cc1nc(COC(=O)c2ccccn2)cs1	-3	96	-0.4	-6	2	-13	3	1	-0.1	-15
CCOc1ccc(Cn2nnc(C(=O)NCCc3ccc(Cl)cc3)c2N)cc1	x	102	0.0	3	12	-1	4	2	-0.1	-3
Cc1ccc2[nH]c(=O)c(CN(CCN3CCOCC3)C(=O)Nc3ccc(F)cc3)cc2c1	2	108	0.4	40	-12	0	2	4	-0.3	x
CCOC(=O)C1CCN(S(=O)(=O)C(F)(F)c2nc3ccccc3s2)CC1	2	96	-1.8	-13	5	-1	-1	2	0.0	-7
O=C(CSc1nnc(-c2ccccc2)o1)Nc1ccccc1F	x	104	-3.3	-13	-3	-2	1	-21	0.1	-3
CCCCN(Cc1cc2cc(OC)ccc2[nH]c1=O)S(=O)(=O)c1ccc(C)cc1	x	103	8.9	-8	-5	0	-3	-8	0.3	2
COc1ccc(CCNc2oc(COc3ccc(F)cc3)nc2C#N)cc1	-3	92	3.8	-13	-2	24	-7	-4	0.0	-4
COc1ccc(CCNC(=O)CO/N=C/c2cc3c(cc2Br)OCO3)cc1OC	-4	95	0.8	5	-9	3	-6	0	0.6	x
Cc1cc(C)n(-c2ccc(Cl)c(C(=O)Nc3ccc(-c4nnc5n4CCCCC5)cc3)n2)n1	-6	104	2.7	12	-2	1	0	2	-0.1	-4
CC(=O)N(Cc1cccnc1)Cc1cc2ccc(C)cc2[nH]c1=O	0	102	-0.7	-13	0	-2	-4	2	0.1	-4
CC(=O)Nc1cc(-c2ccc(C(=O)NC3CC3)cc2)cn2c(-c3cccc(C(F)(F)F)c3)cnc12	-8	101	1.4	3	-3	5	6	-4	0.9	-4
CC1CCC(NS(=O)(=O)c2ccc(N3CCCC3=O)cc2)CC1 (configuration not stated)	-11	111	-0.5	-12	25	2	7	1	0.9	-2
Cc1ccc(C2=NOC(=O)/C2=C\c2ccccc2)cc1	-5	100	-0.9	-3	-4	-6	-1	1	0.1	-19
CC(C(=O)Nc1ccc(C#N)cc1)N(C)CC(=O)Nc1ccccc1Br (configuration not stated)	2	106	-0.7	-6	-5	6	-3	-3	0.0	4
O=C(O)c1cccc(NS(=O)(=O)c2cc(S(=O)(=O)c3ccc(Cl)cc3)ccc2Cl)c1	2	97	0.4	5	-3	-1	-3	1	-0.1	x
COC(=O)c1ccc(NC(=S)NCCc2ccccc2)cc1	11	96	-1.3	-21	3	-4	-5	0	0.9	-5
CCOc1ccccc1CNc1ccc(O)cc1	2	103	-1.7	-23	10	33	-8	4	1.3	-6
CN(CC(=O)Nc1ccc(F)c(F)c1F)C(=O)c1ccc(-n2cncn2)cc1	-14	98	0.2	3	3	7	7	0	0.0	-5
CC(C)[C@H](NC(=O)NC1CCCc2ccccc21)C(=O)O (some centres not stated)	4	89	-1.1	4	13	0	5	1	-0.1	x
CC(C)OCCCNC(=O)CCN1C(=O)COc2ccccc21	-5	95	3.2	2	-2	6	-3	2	0.0	-10

Compound activity: PubChem, several laboratories

Rows were taken by chance; any-hit rate near 3.1%.
